Screens (PubChem)
PriA SSB inh: inhibitors of Klebsiella pneumoniae PriA binding to SSB C-terminal tail | inhibition, % at 33 µM | 430,000 compounds, 0.6% hits | AlphaScreen SSBct-PriA binding, biotinylated peptide | AID 1272365; in the data active = inhibition mostly above about 37%, no sharp cut-off; inactive = mostly below about 20%;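 note: plate controls were negative control peptide for no effect and reference peptide for full effect; strong numbers were not always called active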
Starred values were filed as active, the others as inactive; & = joins results of further samples. Some of the compounds tested (hit frequency here may not be typical).

mol | PriA SSB inh
Cc1nn(C)c(C)c1C(=O)NC(c1cccnc1)C1CCOCC1 (stereo unspecified) | -17.0
N#CCSc1nc2c(c([C@@H]3CC=CCC3)c1C#N)CCC2 | -8.0
Oc1ccc(Br)cc1C=NNc1nc(N2CCCCC2)nc(N2CCOCC2)n1 | 4.5
CNC(=S)NN=Cc1cn(Cc2ccc(C)cc2)c2ccccc12 | 19.9
COC(=O)c1ccc(NC(=O)C(=O)NCC2(c3cccs3)CCCC2)cc1 | -1.0
Cn1nc(N2CCCC(C(=O)Nc3c[nH]c(=O)[nH]c3=O)C2)ccc1=O (stereo unspecified) | -11.0
N#CC1(c2ccccc2)CCN(C(=O)c2coc(NC(=O)c3ccncc3)n2)CC1 | -1.0
COC(=O)c1ccc(C(=O)NC[C@H](O)Cn2ccccc2=O)cc1 | -13.0
COCCN1CCCc2ccc(NS(=O)(=O)c3ccc(NC(=O)C(C)C)cc3)cc21 | -27.0&-8.0
Cc1nc2c(sc3cccc(F)c32)c(=O)n1CC(=O)Nc1ccccc1C(F)(F)F | -7.0
Cc1ccc(NC(=O)/C(C#N)=C\C2=Cc3ccccc3OC2)cc1 | 3.0
Cc1nc(-n2nc(-c3cccs3)cc2NC(=O)c2cccs2)[nH]c(=O)c1C | 19.0
Cc1ccc(C(=O)Nc2ccc(S(N)(=O)=O)cc2)cc1Br | 6.0
COC(=O)c1sccc1S(=O)(=O)NC[C@@](C)(O)CCSC | 2.0
CCOc1ccc(N(C(=O)c2ccc(S(=O)(=O)N(C)C)cc2)C2C=CS(=O)(=O)C2)cc1 (stereo unspecified) | 1.0
O=C1c2ccccc2C(=O)N1c1ccc(S(=O)(=O)Nc2nccs2)cc1 | 15.0
O=C(NCCn1ncc2c(N3CCCCCC3)ncnc21)C1CC(=O)N(c2ccccc2)C1 (stereo unspecified) | -5.0
Cc1cc2ncn(C(=O)c3ccccc3C(=O)O)c2cc1C | -11.0
COc1ccc(-c2csc(NC(C)=O)n2)cc1 | -5.0
COc1ccc(N2C[C@@H](NC(=O)N3CCN(c4cccc(Cl)c4)CC3)CC2=O)cc1OC | -16.0
CN(C)c1ccc(C(=O)N2CCC(Cn3ccnc3-c3ccccc3)CC2)cc1 | 19.0
COC(=O)c1ccccc1NC(=O)CSc1nc2ccccc2c(=O)n1CCC(=O)NCCc1ccc(OC)c(OC)c1 | -12.0
O=[N+]([O-])c1cc(C=NOCc2c(Cl)cccc2Cl)ccc1N1CCOCC1 | 12.3
CSc1cccc(NC(=O)C(=O)NCCCc2ccc(N(C)C)cc2)c1 | -1.0
COc1ccc(C(=O)Nc2ncc(S(=O)(=O)c3ccc([N+](=O)[O-])cc3)s2)cc1 | -10.0
CCOc1ccc(-c2nc(NC(=O)Cc3ccc(S(=O)(=O)C(C)C)cc3)sc2C)cc1 | -6.0&-4.0
COc1nn(C)cc1C(=O)NCc1cc(-c2cccs2)n(C)n1 | 16.0
CCSc1ccccc1C(=O)Nc1ccccc1Cc1nc(C2CC2)no1 | -14.0
CC(=O)NC(CCS(C)(=O)=O)C(=O)Nc1nc2ccccc2s1 (stereo unspecified) | -11.0
O=C(c1cc(-c2cccs2)[nH]n1)N1Cc2cnc(N3CCOCC3)nc2C1 | -5.0

Next entries follow.
mol | PriA SSB inh
Cn1c(N2CCN(C(=O)OC(C)(C)C)CC2)nc2ccccc21 | -10.0
Cc1onc(-c2ccccc2Cl)c1C(=O)N1CC(N2C(=O)C3CC=CCC3C2=O)C1 (stereo unspecified) | -20.0
Cc1cc(C(=O)CSc2nc3[nH]ncc3c(=O)n2-c2ccccc2)c(C)n1-c1ccccc1F | -10.0
CC(C)n1cnc(S(=O)(=O)N2CCC(Oc3nccnc3C#N)C2)c1 (stereo unspecified) | -12.0
Cc1cc(=O)n2c(-c3cccc(NS(=O)(=O)c4ccc(C)s4)c3)csc2n1 | -28.0
CCOC(=O)c1c(-c2ccc(F)cc2)csc1NC(=O)CSc1nnc2scc(-c3ccc(Cl)cc3)n12 | -6.0
Cc1ccc(Cl)cc1NC(=O)CSc1nc2cc(-c3ccccc3)sc2c(=O)n1C | -12.0
COc1ccccc1-c1cnn2c(NC3CCCCC3)cc(C)nc12 | -22.0
O=C(Nc1nnc(-c2ccc3c(c2)OCO3)o1)c1ccc(S(=O)(=O)N2CCCC2)cc1 | -16.0
O=C(Cc1cc(=O)[nH]c(SCc2ccc(F)cc2)n1)NC1CCCCC1 | -18.0
CS(=O)(=O)N1CCC(CNC(=O)c2cc(-c3ccco3)on2)CC1 | -19.0
O=S(=O)(Cc1cccc(Cl)c1)NCC1(c2cccs2)CCCC1 | -13.0&-9.0
Cn1cc(C(=O)N2CCC3(CC2)OCCS3)nn1 | -25.0
Cn1c(SCC(=O)NCc2ccco2)nc2c(-c3ccccc3)csc2c1=O | -18.0
Cn1nc(C(=O)N2CCCC(Cc3nc(C4CC4)no3)C2)ccc1=O (stereo unspecified) | -24.0
COC(=O)c1ccc(S(=O)(=O)NCC2(O)CCc3ccccc32)cc1 (stereo unspecified) | -11.0
CNC(=O)C(=O)NC[C@@H](c1cccc2ccccc12)N1CCOCC1 | 1.0
CCC(C(=O)Nc1cc(-c2cn3nc(OC)ccc3n2)ccc1OC)c1ccccc1 (stereo unspecified) | -44.0
CNC(=O)Cc1csc(Nc2ccc(S(C)(=O)=O)cc2)n1 | -11.0
Cc1ccc(C)c(CC(=O)Nc2nc3c(s2)COc2ccccc2-3)c1 | 18.0
Cn1nc(CNC(=O)c2ccccc2C(F)(F)F)cc1-c1ccncc1 | -17.0
CC(=O)N1CCc2ccc(NS(=O)(=O)c3ccc4c(c3)OCCO4)cc21 | -12.0
O=C(Nc1nc(-c2cccnc2)cs1)c1ccc(-n2cncn2)nn1 | -18.0
Cn1nc(C2CC2)cc1N1CCN(C(=O)C(C)(C)C)CC1 | 4.0
Cc1ccccc1-c1n[nH]c(=S)n1N=Cc1ccc(-c2ccccc2Br)o1 | -5.6
O=C(NN=Cc1ccccc1F)C(=O)N1CCCCCC1 | -12.0
Cc1cc(C)c[n+](C2=C([O-])c3ccccc3C(=O)C2=NS(=O)(=O)c2cccs2)c1 | -8.8
COc1ccc2c(c1)CCC2=NOC(=O)c1ccccc1OC | 3.9
CCOc1ccc(S(=O)(=O)N2CCC(Oc3cc(C)n(C)c(=O)c3)CC2)cc1F | -4.0
CN(C)CCN1C(=O)C(=O)C(=C(O)c2ccc(F)cc2)C1c1ccccn1 (stereo unspecified) | 7.0

Other compounds:
mol | PriA SSB inh
Cn1c(=O)oc2ccc(S(=O)(=O)N3CCc4ncncc4C3)cc21 | 9.0
CS(=O)(=O)N1CCCc2ccc(NC(=O)C(=O)NCc3ccc(F)cc3)cc21 | -7.0
COC(CNC(=O)CSCc1ccccc1)c1ccco1 (stereo unspecified) | 7.0
O=C(Nc1nc(-c2cc(Cl)sc2Cl)cs1)c1nc2ccccc2s1 | 17.0
O=[N+]([O-])c1ccc(C=NNC(=S)Nc2ccc(Cl)cc2Cl)s1 | 0.0
COc1ccccc1CNC(=O)CC(C)=NNC(=O)COc1ccc(C)cc1Br | -2.2
CC(C)Sc1ccc(CC(=O)N2CCC[C@H](Cc3nc(-c4cnccn4)no3)C2)cc1 | -9.0
COc1ccc(-c2oc(N=CN3CCOCC3)c(C#N)c2-c2ccc(OC)cc2)cc1 | -1.2
Cc1nc(NC(=O)Cc2csc(NC(=O)c3ccc4c(c3)OCO4)n2)sc1C(=O)N(C)C | -11.0
N#CC1(C(=O)Nc2ccc(Cl)c(Cl)c2)CC1 | -13.0
COc1ccccc1-c1cc2nc(C)cc(=O)n2[nH]1 | 6.0
Cc1nnc(SCC(=O)Nc2ncc(Cc3ccc(Cl)cc3)s2)n1N | -7.0
Cc1nc2ccc(NC(=O)Cc3ccc(S(C)(=O)=O)cc3)cc2s1 | 2.0
CN(Cc1c(C(=O)NN=Cc2ccc(O)cc2)nnn1-c1nonc1N)C1CCCCC1 | -1.9
COc1ccc(C)c2sc(N(CCN(C)C)C(=O)c3ccc(S(=O)(=O)N4CCCC(C)C4)cc3)nc12 (stereo unspecified) | 27.0
COCCn1c(=NC(=O)c2ccccc2I)sc2cc(F)ccc21 | -7.0
CC(=NOCC(=O)Nc1ccc(Br)cc1)c1cccs1 | -33.6
S=C(NN=C1CCc2ccccc21)NC1CCCCC1 | 12.4
CCCOc1ccc(S(=O)(=O)Nc2ccc3c(c2)C(=O)NCCO3)cc1C | 10.0
N#Cc1ccc(C(=O)N2CCC[C@H](Oc3cnccn3)C2)cc1 | -9.0
O=C(c1cccc(C(F)(F)F)c1)N1CC(n2cc(-c3ccccc3)nn2)C1 | -15.0
COc1ccc2oc(C(=O)Nc3ccc(NC(C)=O)cc3)cc(=O)c2c1 | 5.0
COc1ccc(NC(=O)C(C)NC(=O)C23CC4CC(CC(C4)C2)C3)cc1 (stereo unspecified) | -31.0
Cc1cccc(N2CCN(C(=O)CCC3=NS(=O)(=O)c4ccc(C(F)(F)F)cc4N3)CC2)c1C | -10.0
CCN1CCN(c2nc3ccc(OC(=O)c4ccc(C#N)cc4)cc3s2)CC1 | 6.0
CCOC(=O)c1ccc(NC(=O)c2ccccc2-c2ccccc2C(=O)O)cc1 | -6.0
O=[N+]([O-])c1ccc(N2CCCCC2)c2cccnc12 | 46.9
Cn1c(=O)n(CCN2CCOCC2)c(=O)c2c1nc1n2CCN1Cc1ccco1 | -9.0
NC(=NOC(=O)c1ccc(F)cc1)c1ccc(Br)cc1 | -11.1
CC(Cc1ccco1)NS(=O)(=O)c1ccccc1F (stereo unspecified) | 4.0

Following part
mol | PriA SSB inh
Cn1cnc(S(=O)(=O)N(CCc2cccs2)Cc2ccco2)c1 | -8.0
CC1CCc2sc(NC(=O)c3ccc(Br)s3)c(C#N)c2C1 (stereo unspecified) | 3.0
COc1ccc(CNC(=O)CC(C)=NNC(=O)c2cnccn2)cc1 | -7.1
O=S(=O)(NCC[C@H](O)c1ccc2c(c1)OCO2)c1cccc(C(F)(F)F)c1 | -3.0
Cc1ccc2c(c1)c1c(n2CC(O)CNCC2CCCO2)CCCC1 (stereo unspecified) | 28.0
Cc1ccc(OCC(=O)NCCCn2nc(-c3ccc(F)cc3)ccc2=O)c(C)c1 | -7.0
COc1cc(C(=O)Oc2ccccc2C=NNC(=O)c2ccc(Cl)cc2)cc(OC)c1OC | -9.7
CCOc1ccc(N2C(=O)N(c3ccccc3OC)C3CS(=O)(=O)CC32)cc1 (stereo unspecified) | -8.0
Cc1ccc(-n2ncc3c(C4CC4)n[nH]c(=O)c32)cc1C | -10.0
O=c1c2sccc2nc(SCc2nc(-c3ccccn3)no2)n1-c1ccc(Cl)cc1 | -6.0&11.0
COc1ccc(NC(=O)Cn2nc3ccc(SC(C)(C)C)nn3c2=O)cc1Cl | -6.0
CCOc1ccc(OCC)c(S(=O)(=O)NCCn2ncccc2=O)c1 | 4.0
CCOc1ccc(S(=O)(=O)NCC[C@H](O)c2cc(C)oc2C)cc1F | 10.0
Cc1nn(C2CCS(=O)(=O)C2)c2nc(-c3cccs3)cc(C(=O)NC3CCCCC3C)c12 (stereo unspecified) | -16.0
O=C(NN=Cc1sc(N2CCOCC2)nc1-c1ccccc1)c1cccc(S(=O)(=O)N2CCCC2)c1 | -14.7
O=C(Nc1csc(-c2ccc(Oc3ccc(-c4nc(NC(=O)c5ccc(C(=O)c6ccccc6)cc5)cs4)cc3)cc2)n1)c1ccc(C(=O)c2ccccc2)cc1 | -17.0&7.0
Cc1cc(C(=O)Nc2sccc2-c2nc3ccccc3s2)on1 | -16.0
COc1ccc(-c2cc(=O)c3cc(NC(=O)C4CCCCC4)ccc3o2)cc1 | 0.0
CC(=NNC(=O)CSCc1ccc([N+](=O)[O-])cc1)c1cccc(Br)c1 | -8.3
Cc1cccc(C(=O)Oc2ccccc2C=NNC(=O)c2ccc(NC(=O)C(C)(C)C)cc2)c1 | 0.5
COc1coc(C(=O)Nc2nc3ccc(S(C)(=O)=O)cc3s2)cc1=O | -13.0
COCCN1CCC(CNC(=O)c2ccc(F)cc2)CC1 | -38.0
COc1ccc(S(=O)(=O)C2CCN(C(=O)c3cc(-c4cccs4)[nH]n3)CC2)cc1 | 9.0
CC(C)(C)C(=O)N1CCc2ccc(NC(=O)COc3ccc(F)cc3)cc21 | 0.0
CC(C)Nc1nc(C(=O)O)cs1 | 0.0
Cc1nc(-c2ccccc2NC(=O)Cn2cncn2)cs1 | -13.0
O=c1c(C=NNc2ccccc2)c(Sc2nnnn2-c2ccccc2)nc2ccccn12 | 0.2
O=C(NN=C1CCc2ccccc21)c1ccncc1 | -1.2
O=C(COc1ccc(Cl)cc1)NCCn1nc(-c2ccncc2)ccc1=O | 0.0
CCc1cccc(CC)c1NC(=O)CC(NCc1ccco1)C(=O)O (stereo unspecified) | -4.0

Three compounds out of the list, sorted by molar mass, rising.
mol | PriA SSB inh
Cc1ccc(-n2ncc3c(C4CC4)n[nH]c(=O)c32)cc1C | -10.0
CCc1cccc(CC)c1NC(=O)CC(NCc1ccco1)C(=O)O (stereo unspecified) | -4.0
Cc1cccc(C(=O)Oc2ccccc2C=NNC(=O)c2ccc(NC(=O)C(C)(C)C)cc2)c1 | 0.5

Later entries.
mol | PriA SSB inh
Cc1ccc(C)c(Cn2cccc(C(=O)Nc3ccc(F)c([N+](=O)[O-])c3)c2=O)c1 | -10.0
Cc1oncc1C(=O)Nc1ccc2c(c1)CN(C(=O)c1ccco1)CC2 | -5.0
COc1ccc(S(=O)(=O)N2CCN=C2c2ccccc2)c2ccccc12 | 0.0
Cc1ccc(C)c(S(=O)(=O)NCCN2CCN(c3ccccc3)CC2)c1 | -3.0
CCOc1cccc2sc(N(CCN(C)C)C(=O)c3ccnn3C)nc12 | -3.0

Gathered by group: those above with a tert-butyl group
mol | PriA SSB inh
Cn1c(N2CCN(C(=O)OC(C)(C)C)CC2)nc2ccccc21 | -10.0
Cn1nc(C2CC2)cc1N1CCN(C(=O)C(C)(C)C)CC1 | 4.0
COc1ccc(NC(=O)Cn2nc3ccc(SC(C)(C)C)nn3c2=O)cc1Cl | -6.0
Cc1cccc(C(=O)Oc2ccccc2C=NNC(=O)c2ccc(NC(=O)C(C)(C)C)cc2)c1 | 0.5
CC(C)(C)C(=O)N1CCc2ccc(NC(=O)COc3ccc(F)cc3)cc21 | 0.0
